GPR151 activ: activators of human GPR151 | AID 1508602 | Q8TDV0 | hit rate 1% among 650,000 | activation, % at 11.2 µM | PathHunter beta-arrestin GPR151 cells, luminescence; in the data active = activation above about 4.9%;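 note: 0% = median of compound wells and 100% = cells with positive control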
MITF inh: human MITF inhibition, primary screen; O75030; AlphaScreen MITF homodimerization, bead proximity signal; inhibition, % at 2.6 µM; hit rate 0.91% among 650,000; AID 1259374; in the data active = inhibition above about 50%;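 note: 0% = vehicle wells with protein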
Target sequence (O75030 whole entry, looked up): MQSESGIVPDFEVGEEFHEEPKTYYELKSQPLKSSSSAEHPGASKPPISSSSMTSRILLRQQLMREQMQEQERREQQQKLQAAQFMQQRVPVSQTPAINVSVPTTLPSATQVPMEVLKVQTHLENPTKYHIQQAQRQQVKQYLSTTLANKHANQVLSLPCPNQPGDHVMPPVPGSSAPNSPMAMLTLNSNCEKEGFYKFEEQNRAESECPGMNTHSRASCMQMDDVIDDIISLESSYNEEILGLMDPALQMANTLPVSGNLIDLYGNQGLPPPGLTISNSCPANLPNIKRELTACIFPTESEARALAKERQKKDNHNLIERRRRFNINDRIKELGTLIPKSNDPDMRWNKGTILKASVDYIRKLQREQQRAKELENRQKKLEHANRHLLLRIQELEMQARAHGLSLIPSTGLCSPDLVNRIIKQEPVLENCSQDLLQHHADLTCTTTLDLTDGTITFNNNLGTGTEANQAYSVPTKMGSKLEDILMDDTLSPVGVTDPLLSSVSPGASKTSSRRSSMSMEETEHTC
FBW7 activator: human FBW7 E3 ligase activation, primary screen | Q969H0 | AlphaScreen FBW7–phospho-cyclin E peptide binding, activator screen | normalized activity (activation), % at 26.1 µM | hit rate 0.13% among 650,000; in the data active = normalized activity above about 1.9%;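 note: purified mutant Fbw7 with reduced substrate affinity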
TEAD-YAP inh: TEAD-YAP interaction inhibition; inhibition, % at 9.12 µM; AID 1259422; HEK-TIYL cells, TEAD-Gal4/YAP UAS-luciferase luminescence; hit rate 1.4% among 640,000; in the data active = inhibition above about 32%;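 note: 0% = median of test compound wells and 100% = reference inhibitor wells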
* hit, by the source's call; & = joins results of further samples.

Sample of the layout:
SMILES	GPR151 activ	MITF inh	FBW7 activator	TEAD-YAP inh
CNc1ccc(/C=C2\CS(=O)(=O)c3ccc(F)cc3C2=O)cc1[N+](=O)[O-]	0.9	5	-0.1	-2
CCc1nc(SCC(N)=O)[nH]c(=O)c1C	-0.4	6	0.1	0
O=c1c2ccccc2nc2cc(-c3ccccc3)c(-c3ccccc3)nn12	1.2	11	0.5	-1
Cc1ccc(S(=O)(=O)Nc2nc3ccccc3nc2Nc2cccc(N(C)C)c2)cc1	-0.1	12	-0.1	35*
CS(=O)(=O)N(CC(=O)N1CCN(c2ccccc2F)CC1)Cc1ccc(Cl)cc1	-0.6	2	-0.3	-4
CC(=O)Oc1ccc(C2(C)CC(C)(C)NC(=S)N2C)c(OC(C)=O)c1 (stereo not given)	-1.1	8	0.1	12
COc1ccc(NC(=O)c2cccs2)c(C)c1	0.7	7	-0.2	4

This part in full (from the top)
SMILES	GPR151 activ	MITF inh	FBW7 activator	TEAD-YAP inh
CNc1ccc(/C=C2\CS(=O)(=O)c3ccc(F)cc3C2=O)cc1[N+](=O)[O-]	0.9	5	-0.1	-2
CCc1nc(SCC(N)=O)[nH]c(=O)c1C	-0.4	6	0.1	0
O=c1c2ccccc2nc2cc(-c3ccccc3)c(-c3ccccc3)nn12	1.2	11	0.5	-1
Cc1ccc(S(=O)(=O)Nc2nc3ccccc3nc2Nc2cccc(N(C)C)c2)cc1	-0.1	12	-0.1	35*
CS(=O)(=O)N(CC(=O)N1CCN(c2ccccc2F)CC1)Cc1ccc(Cl)cc1	-0.6	2	-0.3	-4
CC(=O)Oc1ccc(C2(C)CC(C)(C)NC(=S)N2C)c(OC(C)=O)c1 (stereo not given)	-1.1	8	0.1	12
COc1ccc(NC(=O)c2cccs2)c(C)c1	0.7	7	-0.2	4
COc1ccc(OC)c(-n2c(=S)[nH]c3cc(C(=O)Nc4ccc(OC)c(OC)c4)ccc3c2=O)c1	1.6	6	-0.1	12
O=C(CCc1ccccc1)Nc1ccc2c(c1)N(C(=O)C1CC1)CC2	-2.0	17	0.1	-11
COc1ccc(CCNC(=O)CC(Cc2ccccc2)C(=O)O)cc1OC (stereo not given)	3.1	5	0.1	12
C=CCNS(=O)(=O)c1ccc(S(=O)(=O)N2CCCCC2)cc1	-0.2	-1	-0.1	3
COc1ccc(C2=NN(C(=O)CSc3nnc(CNC(=O)c4cccs4)n3C)C(c3ccc(C)cc3)C2)cc1 (stereo not given)	-0.2	5	0.0	2
Nc1c(Cl)cc(Cl)cc1C(=O)NO	0.7	18	0.0	-3
Cc1cccn2cc(CCNS(=O)(=O)c3ccc4c(c3)OCCO4)nc12	1.7	-3	-0.1	-3
CCOc1cc(/C=N/NC(=O)C2CCN(S(=O)(=O)c3ccc(C)cc3)CC2)ccc1O	-0.1	-20	-0.1	-9
Cc1cc(NC(=O)CSc2nnc(Cc3ccccc3)n2C)no1	0.3	16	-0.1	11
O=C(NCCOc1ccccc1)c1cc(N2CCN(c3ccccn3)CC2)nc2ccccc12	-0.9	23	0.2	-1
O=C(CCc1nnc(Cc2c[nH]c3ccccc23)o1)N1CCCCCC1	0.6	7	0.8	-6
Cc1ccc(O)c(C(=O)c2coc(=N)c(C(=O)Nc3ccc(F)c(Cl)c3)c2)c1	0.4	7	-0.3	-4
CC1(C)CC2CC(C)(CN2C(=O)CSc2nc3ccccc3[nH]2)C1 (stereo not given)	-0.7	-7	0.1	8
COc1ccc(C2C3=C(CC(C)(C)CC3=O)NC3=C2C(=O)CC(C)(C)C3)cc1Cl	-2.3	2	0.6	9
CC1CCc2nc(NC(=O)N3CCN(c4ccc(O)cc4)CC3)sc2C1 (stereo not given)	-2.1	11	-0.2	-12
Cc1ccc(N=C2SC(C(=O)Nc3ccccc3F)CC(=O)N2C)cc1Cl (stereo not given)	0.1	12	-0.2	10
COc1ccc(-n2nc(C(=O)Nc3ccc(Oc4ccccc4)cc3)c3ccccc3c2=O)c(OC)c1	-1.6	20	0.6	0
COc1ccc([N+](=O)[O-])cc1NC(=O)CCn1c(=S)oc2ccccc21	0.5	10	0.3	3
CCOC(=O)CC1=C(C(=O)OCC)C(c2ccc(OC)cc2)C(C#N)=C(N)O1 (stereo not given)	2.9	-6	-0.1	3
Cc1cccc(C(=O)Nc2ccc(S(=O)(=O)NCCc3ccccc3)cc2)c1[N+](=O)[O-]	-0.6	-5	-0.4	3
Cc1ccc(-n2c3c(cc(C(=O)NCCCO)c2=O)C(=O)CCC3)cc1	-1.6	-1	0.0	-3
O=C(c1ccco1)N1CCN(c2nc3ccc(Cl)cc3n3cnnc23)CC1	-1.1	-6	0.0	-8
Cc1cccc(N2CCN(C(=O)N(C)C)CC2)c1C	0.0	6	-0.2	0
O=C(NC1CCN(Cc2ccccc2)CC1)c1ccc2nc(NCCCN3CCCC3=O)sc2c1	2.5	1	-0.1	7
Cc1cc(N2CCC(C)CC2)nc2ccc(NC(=O)c3ccc([N+](=O)[O-])o3)cc12	0.9	5	-0.2	-1
CCCC(=O)Nc1nnc(SCCN2CCCC2)s1	-0.6	-16	0.1	-5
CC(C)C[C@H]1NC(=O)[C@@H]2C[C@H](NCc3cnn(-c4cccc(Cl)c4)c3)CN2C1=O	-1.0	-11	-0.1	0
COc1ccccc1CNc1c(-c2ccc(Cl)cc2)c(=O)c1=O	1.2	-2	-0.1	-6
CCCCCOC(=O)C1=C(C)NC(=O)NC1c1ccc(F)cc1 (stereo not given)	-0.6	-8	0.0	6
NC(=O)c1cccc(-c2cnc3c(NCc4ccc(F)cc4)nccn23)c1	1.1	-3	0.3	0
Cc1ccnc(NS(=O)(=O)c2ccc(NC(=O)CSc3ccc(Cl)cc3)cc2)n1	2.4	9	-0.2	12
Cc1nc(C(=O)N2CCc3nnc(C(NC(=O)c4ccoc4)C(C)C)n3CC2)cs1 (stereo not given)	-0.2	20	0.1	4
OCCN1CCN(c2ncc(-c3ccccc3Oc3ccccc3)n3ccnc23)CC1	-0.4	11	-0.9	-2
CCN(CC)S(=O)(=O)c1ccc(/C=C/C(=O)OCC(F)(F)F)cc1	1.5	4	-0.1	3
O=[N+]([O-])c1cnc(Nc2ccccc2)nc1Nc1ccccc1	0.0	17	0.3	5
COc1ccc(-c2cc(C(F)(F)F)n3nc(C(=O)Nc4cccc(Cl)c4C)cc3n2)cc1OC	0.8	7	0.2	0
CN1CCN(C(=O)c2cc3nc(-c4ccc(Cl)cc4)cc(C(F)(F)F)n3n2)CC1	0.6	10	0.0	-1
S=C(S)N1CCCC1	-0.3&-0.3	5&-17	0.0&0.0	12
COc1cc(C)c(C)cc1S(=O)(=O)n1cnc2ccccc21	0.0	9	-0.1	3
Cc1ccc(C(=O)N/C(=C\c2ccc3c(c2)OCO3)C(=O)Nc2cc([N+](=O)[O-])ccc2C)cc1C	-0.8	-1	0.1	8
CC1CCN(C(=O)c2ccc(S(=O)(=O)Cc3cccc(F)c3)c([N+](=O)[O-])c2)CC1	-0.4	4	0.0	9
CC1(C(=O)NCc2ccc(F)cc2)Oc2ccccc2NC1=O (stereo not given)	-0.7	8	-0.1	7
COc1cccc(NC(=O)CSc2nncn2N)c1	-0.7	10	0.4	1
CCOC(=O)c1c(NC(=O)C(C)C)sc(C)c1C	-0.6	9	0.0	2
C=CCn1c(N)cc(=O)nc1SCC(=O)Nc1nc(-c2ccccc2)cs1	0.8	15	-0.1	2
C/C(CC(=O)Nc1ccc(C(C)C)cc1)=N\NC(=O)C(=O)NCCO	0.0	10	0.1	-11
COc1ccc(SCCC(=O)Nc2nc3c(s2)CCCC3)cc1	-1.3	8	0.4	1
CC(=O)c1ccc(NC(=O)C2CCN(S(=O)(=O)c3ccccc3)CC2)cc1	0.4	5	-0.1	2
Cc1ccc(S(=O)(=O)N(C)C)cc1C(=O)O	-0.6	0	0.1	-6
Cc1ccc2nc(/C(C#N)=C/c3c(Cl)cccc3Cl)[nH]c2c1	0.1	-1	-0.1	-6
CC(C)OC(=O)CC1C(=O)NCCN1C(=S)NC(=O)c1ccccc1Cl (stereo not given)	-0.6	9	0.2	-1
COc1ccc(CN(Cc2cc3cccc(C)c3n3nnnc23)C(=O)C2CC2)cc1	0.6	6	0.3	7
O=C(COc1cccc2ccc(N3CCCCC3)nc12)Nc1ccccc1	0.0	12	0.2	12

Later entries.
SMILES	GPR151 activ	MITF inh	FBW7 activator	TEAD-YAP inh
CCC(=O)NC(NCc1ccccc1)C(Cl)(Cl)Cl (stereo not given)	-0.5	1	0.9	13
N#Cc1cc2c(nc1SCC(=O)OCc1ccccc1)CCC2	1.3	1	-0.1	-42
Cc1ccc(N2C(=O)c3nccnc3C2=O)cc1Cl	0.3	-4	-0.2	5
N[C@H](Cc1ccccc1)c1nc(-c2ccncc2)no1	-1.0	18	-0.1	3
CCC(C)N=Cc1c(O)n(-c2ccccc2C)c(=O)[nH]c1=O (stereo not given)	1.3&0.3	7&18	0.7&-0.1	11&-2
Cn1c(-c2ccccc2)c[n+]2ccccc12	-0.5	-1	-0.1	-3
O=C1c2ccccc2NC(c2ccc(F)cc2)N1Cc1ccco1 (stereo not given)	-0.1	-7	0.1	1
CC(=O)N[C@@H](CC(C)C)C(=O)NCC1Cc2cc(-c3ccsc3)cc(Cl)c2O1 (stereo not given in full)	0.6	1	0.7	1
CC(C)CN1C(=O)C(=O)N(CC(=O)Nc2ccc(C#N)cc2)C1=O	1.3	7	0.6	4
O=C(Nc1ccc(F)cc1)c1ccccc1I	2.0	10	0.2	-22
Cc1cc(NCCc2ccc(O)cc2)nc(Nc2ccccn2)n1	0.2	2	-0.1	-7
COc1ccc(CC(=O)Nc2nnc(SC)s2)cc1OC	-0.6	8	-0.1	-1
C/C(=N\NC(=O)Cn1c(-c2ccccn2)nc2ccccc21)c1ccccc1	0.0	-3	-0.1	-5
CCOc1cc(/C=C(\C#N)C(=O)NCc2cccs2)ccc1O	-0.4	3	-0.2	6

Reprinted at random: three entries already listed, in no set order.
SMILES	GPR151 activ	MITF inh	FBW7 activator	TEAD-YAP inh
N[C@H](Cc1ccccc1)c1nc(-c2ccncc2)no1	-1.0	18	-0.1	3
Cc1cc(NCCc2ccc(O)cc2)nc(Nc2ccccn2)n1	0.2	2	-0.1	-7
CCOc1cc(/C=C(\C#N)C(=O)NCc2cccs2)ccc1O	-0.4	3	-0.2	6

Assay outcomes from PubChem.
